# Screening results from PubChem.
# CAL PDZ FP-1 = human CAL PDZ-peptide interaction inhibition. Q9HD26. purified CAL PDZ, TMR-peptide fluorescence polarization, 1 h. inhibition, % at 20 µM. 330,000 tested, 0.02% active. AID 504414;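 active = highest replicate inhibition of at least 40%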;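 also: plate controls were DMSO neutral control wells for no effect and unlabeled competitor peptide control wells for full effect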
#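 material = purified tagged CAL PDZ domain construct (CerCALP) | buffer or medium = sodium phosphate/NaCl buffer pH 7.4 with TCEP, IgG, Thesit | reagent = TMR-labelled reporter peptide T*-PRC34 bound in PDZ groove | incubation = 1 h room-temperature incubation prior to read | measured by = fluorescence polarization (mP) | evaluation = percent inhibition from loss of millipolarization | control set = unlabelled peptide and DMSO controls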
# Tat transport = E. coli Tat transport inhibition; E. coli MC4100 TorA-mCherry Tat export, fluorescence; AID 488895; inhibition, % at 10 µM; 340,000 tested, 0.036% active;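 active = mean replicate inhibition at least 50% and at least half of replicates individually reaching 50%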;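 also: exported cargo escapes ClpAP degradation while cytoplasmic cargo is degraded and loses fluorescence; 0% = median of neutral control wells and 100% = median of NaSCN control wells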
# AddAB inh = less growth of phage-infected E. coli with AddAB. E. coli expressing H. pylori AddAB, absorbance growth. inhibition, % at 11.9 µM. 330,000 tested, 0.29% active. AID 435030; in the data active = inhibition above about 12%;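 also: 0% = vehicle wells of infected cells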
# Wnt bcat act = activators of Wnt/beta-catenin signaling; Wnt/beta-catenin reporter cell assay, activator, plate reader; activation, % at 9.35 µM; 300,000 tested, 1.2% active; AID 743398; in the data active = activation above about 30%, passing the limit was not always enough;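 also: 0% = neutral control wells and 100% = positive control wells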
# SR-BI HDL uptake = blocks mouse SR-BI lipid uptake from DiI-HDL; Q61009; ldlA[mSR-BI] CHO cells, DiI-HDL uptake fluorescence, 3 h; inhibition, % at 12.5 µM; 320,000 tested, 0.96% active;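 active = mean replicate inhibition of at least 70% and a set share of replicates each scoring 70 or more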;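 also: 0% = median of neutral control wells and 100% = median of positive control wells; values of inactives mirror those of a sister screen read the other way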
# Target sequence (Q61009 whole entry, looked up): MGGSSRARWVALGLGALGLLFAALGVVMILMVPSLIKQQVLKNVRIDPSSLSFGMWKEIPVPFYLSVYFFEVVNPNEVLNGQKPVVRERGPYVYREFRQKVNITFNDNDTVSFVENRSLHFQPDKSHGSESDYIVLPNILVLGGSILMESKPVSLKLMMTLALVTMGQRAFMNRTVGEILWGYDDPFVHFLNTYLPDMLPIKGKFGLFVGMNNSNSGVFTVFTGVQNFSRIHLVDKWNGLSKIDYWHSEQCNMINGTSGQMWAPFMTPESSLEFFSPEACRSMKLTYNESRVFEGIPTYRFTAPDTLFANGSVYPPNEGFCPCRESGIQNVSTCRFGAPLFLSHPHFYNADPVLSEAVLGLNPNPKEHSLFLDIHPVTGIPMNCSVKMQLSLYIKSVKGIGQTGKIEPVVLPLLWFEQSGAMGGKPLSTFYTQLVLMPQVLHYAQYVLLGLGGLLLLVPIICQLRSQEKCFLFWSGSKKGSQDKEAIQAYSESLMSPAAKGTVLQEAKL
# CAL PDZ FP-2 = CAL PDZ (human) peptide binding inhibition; Q9HD26; purified CAL PDZ, TMR-peptide fluorescence polarization, 1 h; inhibition, % at 24.9 µM; 300,000 tested, 0.92% active; AID 602252;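 active = mean inhibition of at least 30% with at least half of replicates also reaching 30%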;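 also: 0% = DMSO neutral control and 100% = excess unlabeled competitor peptide PRC23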
# SR-BI uptake up = activators of SR-BI mediated HDL lipid uptake. CHO ldlA[mSR-BI] cells, DiI-HDL uptake fluorescence, 3 h; 100 = double the neutral-control signal. activation, % at 12.5 µM. 320,000 tested, 0.096% active. AID 504775;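 active = mean replicate activation of at least 60% and every replicate at or above 60%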;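 also: 0% = median plate neutral-control signal and 100% = twice that signal; values of inactives mirror those of a sister screen read the other way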
#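 Assay system: CHO ldlA[mSR-BI] cells, LDL receptor-null, SR-BI overexpressing; medium: Ham's F12 with 0.5% BSA, HEPES 25 mM, pH 7.4; also added: DiI-HDL 10 µg/mL; timing: 3 h uptake period with compound, 37 °C; signal: DiI fluorescence, bottom read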
# E coli growth = bacterial growth inhibition, counter-screen for AddAB inhibitors; E. coli V3065 growth, OD600 absorbance, 18 h; inhibition, % at 11.9 µM; 330,000 tested, 0.27% active; AID 449728;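 active = inhibition above the campaign's mean inhibition across all tested compounds plus 3 SD, cut at about 9.9% in these data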;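 also: uninfected addAB+ strain grown without phage in ampicillin broth; 0% = DMSO wells and 100% = ciprofloxacin 0.95 µg/ml wells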
# phage Ecoli inh = E. coli growth loss with phage present | growth absorbance | inhibition, % at 11.9 µM | 360,000 tested, 0.26% active | AID 651602; in the data active = inhibition above about 11%
# MITF TRPM1 HTS = activators of MITF-driven TRPM1 promoter activity in SK-MEL-5 cells; SK-MEL-5 TRPM1-promoter luciferase, 24 h; % of positive control, neutral wells = 0; activation, % at 12.5 µM; 300,000 tested, 0.75% active; AID 588334;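 active = mean activation of at least 80% with every replicate also reaching 80%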;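 also: 0% = neutral control wells and 100% = parthenolide positive control wells; values of inactives mirror those of a sister screen read the other way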
# Numbers without * were called inactive; nt = not tested or not shown.
SMILES,CAL PDZ FP-1,Tat transport,AddAB inh,Wnt bcat act,SR-BI HDL uptake,CAL PDZ FP-2,SR-BI uptake up,E coli growth,phage Ecoli inh,MITF TRPM1 HTS
C#CCn1c(=NC(=O)c2ccc(Br)s2)sc2cccc(OC)c21,-0.3,1,-2.6,6,40,6,-40,-1.3,1.4,73
O=C1CCC(C(=O)Nc2cccc(Br)c2)N1 (stereo not drawn),nt,-6,1.0,1,-3,-1,3,-0.6,0.9,-5
CCC1CCCCN1C(=O)NC(=O)c1ccccc1 (stereo not drawn),-3.0,-6,2.3,-1,-25,11,25,0.8,2.4,-2
COC1CCN(C(=O)C2CCC(=O)N(C3CCCCCC3)C2)CC1 (stereo not drawn),-3.0,-6,3.7,23,-4,-2,4,-1.4,2.1,68
CCn1c2ccccc2c2cc(NC(=O)COc3ccccc3OC)ccc21,0.5,1,0.9,nt,25,0,-25,2.1,4.8,-12
CN=C(Nc1ccc(Cl)cc1)c1cccc(C(F)(F)F)c1,-0.7,-6,0.8,7,25,-1,-25,-0.4,2.8,-4
Cc1ccc(C)n1NC(=O)c1ccc([N+](=O)[O-])cc1,-0.3,1,0.4,-1,4,12,-4,-3.0,3.2,6
CC(C)(C)NC(=O)C(c1ccccc1F)N(Cc1ccco1)C(=O)c1csnn1 (stereo not drawn),0.1,-2,4.9,-3,6,3,-6,0.1,-1.0,3
CC(=O)Nc1ccc(Nc2ncc([N+](=O)[O-])c(Nc3ccc(NC(C)=O)cc3)n2)cc1,-0.9,-12,1.2,nt,-2,-5,2,-2.3,-0.6,-6
CCOC(=O)C1(CCOc2ccccc2)CCN(Cc2ccc(COC)o2)CC1,-2.3,-2,1.6,-4,6,-1,-6,1.3,4.0,-18
CC(=O)Nc1ccc(S(=O)(=O)N2CCN(C(=O)c3ncoc3-c3cccc(F)c3)CC2)cc1,-0.3,-3,3.2,-1,nt,-2,nt,-0.1,-0.1,-12
COCc1ccc(CN2CCCC(CO)(Cc3cccc(OC)c3)C2)o1 (stereo not drawn),0.7,1,-2.7,0,nt,-2,nt,-2.7,5.0,2
COc1ccc(C(=O)Nc2ccc(NC(=O)C(C)C)nc2)cc1,-0.7,-4,1.9,0,5,8,-5,-0.3,-0.7,13
COc1ccc(C(C(=O)NC2CCCC2)N(Cc2cccnc2)C(=O)Cc2cccs2)c(OC)c1 (stereo not drawn),-2.2,1,1.2,-2,nt,-3,nt,0.1,-0.7,-3
Cc1ccc(C)c(-n2c(SCC(=O)N3CCCC3)nnc2-c2ccccn2)c1,0.1,-2,-0.5,nt,-11,nt,11,-0.7,2.3,5
O=c1c2cc3c(cc2[nH]c(=S)n1CCN1CCOCC1)OCO3,nt,0,2.1,nt,nt,45*,nt,0.7,2.9,nt
CCN(CC)C(=S)Nc1ccc(OC)cc1,-1.9,-6,0.5,nt,-2,-2,2,-2.0,2.2,18
CCN(CC)C(=O)Cn1c(=O)n(-c2ccccc2)c(=O)n1CC(=O)N(CC)CC,0.1,-7,0.7,-1,12,2,-12,0.8,3.4,-9
CC(=O)Nc1ccc(NC(=O)C(C)OC(=O)CCc2c[nH]c3ccccc23)cc1 (stereo not drawn),0.8,-2,0.5,-2,-25,-2,25,-0.6,-0.5,0
CN1CCN(c2nc3cc(C(F)(F)F)ccc3n3cccc23)CC1,-2.8,-3,-2.7,-4,51,-3,-51,-2.7,2.7,10

# Structures listed above marked active in CAL PDZ FP-2.
SMILES	CAL PDZ FP-1	Tat transport	AddAB inh	Wnt bcat act	SR-BI HDL uptake	CAL PDZ FP-2	SR-BI uptake up	phage Ecoli inh	MITF TRPM1 HTS
O=c1c2cc3c(cc2[nH]c(=S)n1CCN1CCOCC1)OCO3	nt	0	2.1	nt	nt	45*	nt	2.9	nt

# Full records, quoted from the list. Order of values: CAL PDZ FP-1 | Tat transport | AddAB inh | Wnt bcat act | SR-BI HDL uptake | CAL PDZ FP-2 | SR-BI uptake up | E coli growth | phage Ecoli inh | MITF TRPM1 HTS
# CCOC(=O)C1(CCOc2ccccc2)CCN(Cc2ccc(COC)o2)CC1 is entered as -2.3 | -2 | 1.6 | -4 | 6 | -1 | -6 | 1.3 | 4.0 | -18
# CCN(CC)C(=S)Nc1ccc(OC)cc1 is entered as -1.9 | -6 | 0.5 | nt | -2 | -2 | 2 | -2.0 | 2.2 | 18
# COCc1ccc(CN2CCCC(CO)(Cc3cccc(OC)c3)C2)o1 (stereo not drawn) is entered as 0.7 | 1 | -2.7 | 0 | nt | -2 | nt | -2.7 | 5.0 | 2
# CC(C)(C)NC(=O)C(c1ccccc1F)N(Cc1ccco1)C(=O)c1csnn1 (stereo not drawn) is entered as 0.1 | -2 | 4.9 | -3 | 6 | 3 | -6 | 0.1 | -1.0 | 3
# COc1ccc(C(C(=O)NC2CCCC2)N(Cc2cccnc2)C(=O)Cc2cccs2)c(OC)c1 (stereo not drawn) is entered as -2.2 | 1 | 1.2 | -2 | nt | -3 | nt | 0.1 | -0.7 | -3

# 3 compounds drawn at random from those above:
SMILES,CAL PDZ FP-1,Tat transport,AddAB inh,Wnt bcat act,SR-BI HDL uptake,CAL PDZ FP-2,SR-BI uptake up,E coli growth,phage Ecoli inh,MITF TRPM1 HTS
COc1ccc(C(C(=O)NC2CCCC2)N(Cc2cccnc2)C(=O)Cc2cccs2)c(OC)c1 (stereo not drawn),-2.2,1,1.2,-2,nt,-3,nt,0.1,-0.7,-3
CN1CCN(c2nc3cc(C(F)(F)F)ccc3n3cccc23)CC1,-2.8,-3,-2.7,-4,51,-3,-51,-2.7,2.7,10
CCN(CC)C(=O)Cn1c(=O)n(-c2ccccc2)c(=O)n1CC(=O)N(CC)CC,0.1,-7,0.7,-1,12,2,-12,0.8,3.4,-9

# (further entries)
SMILES,CAL PDZ FP-1,Tat transport,AddAB inh,Wnt bcat act,SR-BI HDL uptake,CAL PDZ FP-2,SR-BI uptake up,E coli growth,phage Ecoli inh,MITF TRPM1 HTS
COc1ccc(CC(=O)NNC(=O)COc2ccc(C)cc2)cc1S(=O)(=O)N1CCOCC1,-3.3,-8,1.9,-3,8,-1,-8,-0.6,5.6,9
Cc1ccc2c(CN3CCC(C)CC3)cc(=O)oc2c1C,-0.6,6,nt,4,-56,-3,56,nt,2.5,93*
Cc1ccc(Nc2nc(NCCCN3CCOCC3)nc(N)c2[N+](=O)[O-])cc1C,-1.8,3,-0.3,-3,28,-3,-28,-0.3,1.8,13
Cc1cc(C)cc(OCC(=O)N/N=C/c2ccncc2)c1,0.1,-16,3.7,-6,-7,-8,7,0.5,1.5,-2
CN(C)S(=O)(=O)c1ccc(-c2csc(N/N=C/c3ccc(O)cc3)n2)cc1,5.6,8,0.0,-22,87*,-3,-87,-0.1,2.8,-71
CCN(C(=O)CSc1nnc(-c2ccncc2)o1)c1ccccc1,-0.1,17,3.5,-1,-12,nt,12,-1.6,3.5,-10
COC(=O)c1ccccc1NC(=O)CNCCc1ccc(OC)c(OC)c1,-2.6,-9,1.0,3,nt,-3,nt,1.4,3.0,-2
CCN(CC)CCCNC(=O)CNC(=O)c1nn(-c2ccc(OC)c(OC)c2)c(=O)c2ccccc12,-1.2,0,-0.2,0,-22,0,22,-0.8,3.4,6
COc1cccc(NC(=O)c2cnc(SC)nc2)c1,-1.0,6,-1.3,2,-10,-5,10,3.2,2.9,nt
COc1ccccc1CN1C2CCCC1CC(NC(=O)/C=C/c1ccccc1)C2 (stereo not drawn),-2.2,-5,4.4,0,9,1,-9,-0.2,0.6,5
CCCOc1ccc(N2C(=O)CC(N(CCOC34CC5CC(CC(C5)C3)C4)C(C)=O)C2=O)cc1 (stereo not drawn),0.7,8,1.4,-2,16,-5,-16,1.2,2.9,1
O=C(NNC(=O)c1ccccc1F)c1cccc(Cl)c1,0.3,2,0.1,nt,-28,0,28,0.0,-0.9,52
CSS(=O)(=O)c1cccc2cccnc12,-1.3,-3,-4.3,-1,2,nt,-2,-2.4,2.6,nt
Cc1ccccc1CN1CCN(Cc2cc3ccccc3o2)CC1CCO (stereo not drawn),nt,-4,2.9,-1,-20,-3,20,0.9,1.9,2
Cc1cccn2cc(-c3ccc(F)cc3)nc12,-2.3,4,0.5,55*,27,-5,-27,-0.9,2.4,-2
CC(C)CNS(=O)(=O)c1ccc(CCC(=O)Nc2ccc3c(c2)OCCO3)cc1,-0.6,0,1.6,nt,25,-5,-25,-1.5,1.7,3
Cc1ccc(NC2=NCC(=O)N2c2ccc3c(c2)OCCO3)c(C)c1,-1.8,-9,-0.7,nt,-38,1,38,-0.7,-0.2,-4
COC(=O)CCCC(=O)Nc1ccc(Cl)c(Cl)c1,0.0,6,6.3,nt,-11,21,11,1.2,2.5,nt
CCc1ccc(OCCCC(=O)Nc2ccc(S(=O)(=O)Nc3cc(C)nc(C)n3)cc2)cc1,-0.8,-2,3.9,-3,nt,1,nt,-1.1,0.4,nt
CNC(=O)c1ccc(Nc2nnc(-c3ccc(O)cc3)c3ccccc23)cc1,-6.7,2,-0.5,0,99*,-13,-99,-0.6,1.9,-1
CCOC(=O)c1nnn(-c2nonc2N)c1CN(CC)CC,nt,-10,1.2,nt,-19,-4,19,3.0,3.1,2
COc1ccccc1NS(=O)(=O)c1cc([N+](=O)[O-])ccc1N/N=C/c1c(C)[nH]c2ccccc12,0.7,2,3.3,nt,22,nt,-22,1.8,2.4,-3
CC(C)CNC(=O)C(=O)NCc1ccccn1,nt,-4,3.0,-1,2,3,-2,-1.7,4.8,16
Cc1ccc(/C=C/c2ccc(=O)n(Cc3ccc(F)cc3)n2)cc1,-0.7,2,0.5,3,-15,-2,15,-2.1,3.8,14
Cc1cc(-c2nc(C)c(-c3nnc(SCC(=O)Nc4ccccc4)n3C)s2)no1,-0.2,-3,0.6,-1,12,nt,-12,-1.6,3.7,-4
COc1ccc(NC(=O)C2CCCN2C(=O)OCc2ccccc2)cc1 (stereo not drawn),-0.4,5,4.2,2,nt,2,nt,3.0,4.2,6
O=C(CSc1c(Cl)cccc1Cl)N1CCC(c2nc3ccccc3s2)CC1,-1.3,2,-1.6,0,-7,-1,7,0.0,1.1,-6
CCOC(=O)C1CCN(Cc2ccc(F)cc2)CC1,-0.2,-1,1.6,-2,-4,1,4,1.2,3.8,14
COc1cccc2c1C(=O)c1c(O)c3c(c(O)c1C2=O)C[C@@](O)(C(C)=O)C[C@@H]3O[C@H]1C[C@H](N)[C@H](O)[C@H](C)O1,16,-22,nt,2,51,7,-51,nt,4.5,-96
Cc1nnc(SCC(=O)N2CC(=O)Nc3ccccc32)n1-c1ccccc1,-0.5,-4,2.3,-4,9,-6,-9,-0.3,2.4,-13
O=C(Cn1ccsc1=NC(=O)C(F)(F)F)c1ccccc1,-1.1,-1,6.1,nt,-14,-5,14,0.5,3.2,79
Cc1cccc(NC(=O)NNC(=O)COc2ccc([N+](=O)[O-])cc2)c1C,-1.7,4,-0.1,-1,-17,-3,17,-0.2,2.7,-1
